# Screening data (PubChem BioAssay)
# GBA enhancer: enhancers of human beta-glucosidase activity in Gaucher fibroblasts | P04062 | L444P Gaucher fibroblasts, 4-MU-glucoside fluorescence, 3 days | activation, % at 10 µM | actives 0.44% (n = 30,000) | AID 784; in the data active means activation above about 65%;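 further: 0% = vehicle wells and 100% = positive control wells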
# Target sequence (P04062 whole entry L483P): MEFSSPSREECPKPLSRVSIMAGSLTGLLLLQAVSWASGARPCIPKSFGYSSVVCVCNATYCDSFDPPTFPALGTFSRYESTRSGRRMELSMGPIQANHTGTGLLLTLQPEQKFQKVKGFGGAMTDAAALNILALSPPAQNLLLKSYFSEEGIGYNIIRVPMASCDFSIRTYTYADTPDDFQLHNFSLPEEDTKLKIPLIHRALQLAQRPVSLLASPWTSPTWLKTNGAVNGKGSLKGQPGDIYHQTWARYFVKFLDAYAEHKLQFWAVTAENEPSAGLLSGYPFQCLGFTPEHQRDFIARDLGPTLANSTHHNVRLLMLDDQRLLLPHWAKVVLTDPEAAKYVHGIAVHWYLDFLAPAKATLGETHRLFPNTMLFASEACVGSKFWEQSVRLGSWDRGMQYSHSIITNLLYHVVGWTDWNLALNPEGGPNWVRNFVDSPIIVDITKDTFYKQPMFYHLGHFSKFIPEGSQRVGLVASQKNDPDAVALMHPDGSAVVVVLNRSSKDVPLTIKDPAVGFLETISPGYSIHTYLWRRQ
# * = called active by the depositor.
Molecule: O=C(NCSC1=NCCS1)c1ccccc1
  GBA enhancer = -34

Molecule: Cc1nc(-n2nnc3ccccc32)c2c3c(sc2n1)CCCC3
  GBA enhancer = 7

Molecule: O=c1[nH]c(=O)n(Cc2ccco2)c2c1C(C(F)(F)F)(C(F)(F)F)N=C(C1CCCCC1)N2
  GBA enhancer = -19

Molecule: Cc1cccc2cc(C#N)c(SCC(=O)N3CCC(C)CC3)nc12
  GBA enhancer = -26

Molecule: C1=CN2CCC1C(c1ccccc1)C2 (stereo not given)
  GBA enhancer = -1

Molecule: CCN(CC)C(=O)CCC(=O)Nc1ccc(C(=O)OC)cc1
  GBA enhancer = 38

Molecule: CCCCCCNC(=O)c1c(O)c2cccc3c2n(c1=O)CCC3
  GBA enhancer = -8

Molecule: CCCOC(=O)C1[C@H]2C(=O)N(CCCOC)C[C@]23C=C[C@H]1O3 (stereo not given in full)
  GBA enhancer = -7

Molecule: Cc1nc2ccccc2c(=O)n1/N=C/c1cn(-c2ccccc2)nc1-c1cccs1
  GBA enhancer = -23

Molecule: O=C(NCc1ccco1)C1CN(S(=O)(=O)c2ccccc2)CCN1S(=O)(=O)c1ccccc1 (stereo not given)
  GBA enhancer = -8

Molecule: CC(C)Oc1ccccc1-c1nc(SCC(=O)O)n[nH]1
  GBA enhancer = 4

Molecule: CCN1C(=O)CC(C(=O)Nc2ccc(F)cc2)SC1=Nc1cccc(OC)c1 (stereo not given)
  GBA enhancer = 2

Molecule: CC(=O)c1cccc(NC(=O)Nc2ccc3c(c2)N(C)C(=O)CS3)c1
  GBA enhancer = -71

Molecule: CCOC(=O)C1CCCN(Cc2nc(N)nc(Nc3ccc(Cl)cc3)n2)C1 (stereo not given)
  GBA enhancer = 0

Molecule: O=C(CCC(=O)NC1CC1)Nc1nnc(C2CCCCC2)s1
  GBA enhancer = -13

# A stretch of the results above, for reference:
Molecule: CCCOC(=O)C1[C@H]2C(=O)N(CCCOC)C[C@]23C=C[C@H]1O3 (stereo not given in full)
  GBA enhancer = -7

Molecule: Cc1nc2ccccc2c(=O)n1/N=C/c1cn(-c2ccccc2)nc1-c1cccs1
  GBA enhancer = -23

Molecule: O=C(NCc1ccco1)C1CN(S(=O)(=O)c2ccccc2)CCN1S(=O)(=O)c1ccccc1 (stereo not given)
  GBA enhancer = -8

Molecule: CC(C)Oc1ccccc1-c1nc(SCC(=O)O)n[nH]1
  GBA enhancer = 4

# The list goes on.
Molecule: CC1(Cc2ccc3c(c2)OCO3)NC(=O)NC1=O (stereo not given)
  GBA enhancer = -13

Molecule: COc1cccc(Nc2ncnc3c2cnn3-c2cccc(C)c2)c1
  GBA enhancer = 27

Molecule: Cn1c(=O)n(C)c2cc(NC(=O)c3cc4ccccc4o3)ccc21
  GBA enhancer = 2

Molecule: CCC(=O)c1ccccc1OCCSc1nc(C)cc(=O)[nH]1
  GBA enhancer = -3

Molecule: O=C(CCN1C(=O)C2C3C=CC(C3)C2C1=O)Nc1nccs1 (stereo not given)
  GBA enhancer = -21

Molecule: CCC1Oc2ccc(C)cc2N(CC(=O)NCCN2CCCCCC2)C1=O (stereo not given)
  GBA enhancer = 11

Molecule: O=C(NCCc1ccccc1F)[C@@H]1CSC2c3ccccc3C(=O)N21 (stereo not given in full)
  GBA enhancer = -11

Molecule: Cc1ccc(NC(=O)c2ccc(S(=O)(=O)N3CCCC3)cc2)cc1
  GBA enhancer = -2

Molecule: CCCN(CCC)S(=O)(=O)c1ccc(C(=O)Nc2nnc(CSC)o2)cc1
  GBA enhancer = 8

Molecule: COc1ccc(CCNC(=O)CN(c2ccc(OC)c(OC)c2)S(C)(=O)=O)cc1OC
  GBA enhancer = -6

Molecule: CC(C)Cn1c(CN2CCCCC2C)nc2c1c(=O)n(C)c(=O)n2C (stereo not given)
  GBA enhancer = 0

Molecule: COCC(C)n1c(C)cc(C(=O)CN2C(=O)NC3(CCCCC3C)C2=O)c1C (stereo not given)
  GBA enhancer = -29

Molecule: CCOC(=O)c1sc(NCc2ccco2)c(-c2nc3ccccc3s2)c1N
  GBA enhancer = 34

Molecule: COC(=O)c1ccccc1NC(=O)Nc1ccc(C(=O)N2CCCC2)cc1
  GBA enhancer = -15

Molecule: CCOC(=O)c1c(NC(=O)CNCCO)sc(C)c1C
  GBA enhancer = 2

Molecule: O=c1c2ccccc2nc(SCc2cc(F)cc3c2OCOC3)n1Cc1ccco1
  GBA enhancer = 5

Molecule: COc1ccc(C2CC3CC(c4ccccc4)N2O3)cc1 (stereo not given)
  GBA enhancer = -3

Molecule: CSc1nnc2c3cc(F)ccc3n(Cc3ccccc3)c2n1
  GBA enhancer = -50

Molecule: CC1=C(C#N)C(c2ccoc2)C(C(=O)OCc2ccccc2)=C(N)S1 (stereo not given)
  GBA enhancer = -32

Molecule: N#CCCn1c2ccccc2c2nc3ccccc3nc21
  GBA enhancer = -21

Molecule: Cc1ccc(CNC(=O)CSc2nc(C)cc(C)c2C#N)cc1
  GBA enhancer = -3

Molecule: COc1ccc(OC)c(S(=O)(=O)N(C)CC(=O)N2CCc3ccccc3C2)c1
  GBA enhancer = -12

Molecule: N#Cc1c(SCC(=O)N2CCCCC2)nsc1SCC(=O)N1CCCCC1
  GBA enhancer = 1

Molecule: COC(=O)c1ccc(C(=O)OC)c(NC(=O)CSc2nnc(-c3ccccc3Cl)o2)c1
  GBA enhancer = -18

Molecule: CCn1c(SCc2cccc(C(=O)O)c2)nnc1-c1ccccc1
  GBA enhancer = 40

Molecule: CC1CCCN(S(=O)(=O)c2cc(Cl)ccc2Cl)C1 (stereo not given)
  GBA enhancer = -16

Molecule: CCOc1ccc(NC(=O)CN2CCN(CC(=O)Nc3ccc(F)c(F)c3)CC2)cc1
  GBA enhancer = 60

Molecule: CCOc1ccccc1NC(=O)N1CCCC1C(=O)Nc1nnc(CC)s1 (stereo not given)
  GBA enhancer = -25

Molecule: CCn1nc(NC(=O)c2ccccn2)c2cc3cccc(C)c3nc21
  GBA enhancer = 15

Molecule: Cc1occc1-c1nnc(SCC(=O)NCc2cccs2)n1-c1ccc(F)cc1
  GBA enhancer = 5

# (list continues)
molecule	GBA enhancer
CCOc1ccc(-c2cn(S(=O)(=O)c3cccc4nsnc34)nc2N)cc1	-67
CC(=O)OC(C(=O)Nc1ccccc1)C(C)S(=O)(=O)c1ccccc1 (stereo not given)	22
CCc1ccc(NC(=O)c2noc3c2CCCCC3)cc1	-3
CCN(CC)CCN1C(=O)C(=O)/C(=C(/O)c2ccncc2)C1c1ccccc1F (stereo not given)	19
NC(=O)N1c2ccccc2C=Cc2ccccc21	-26
CCSCCOC(=O)C1=C(C)N(C)C(=O)NC1c1cc(OC)ccc1OC (stereo not given)	-15
CCOc1ccc(S(=O)(=O)Nc2ccccc2C(=O)Nc2ccccc2N2CCOCC2)cc1	-8
O=C(Nc1nccs1)c1cccc(S(=O)(=O)N2CCCCC2)c1	-13
COc1ccc(-n2ncc3c(NC(C)C)ncnc32)cc1	2
CN(C(=O)c1ccccc1)c1nc2ccccc2s1	-4
Cc1cc(C(=O)CSc2nnnn2C)c(C)n1CCc1ccc(Cl)cc1	-28
O=C(NCCc1cn2ccccc2n1)c1ccccc1F	-4
CCc1nc(SCC(=O)N2CCOCC2)c2c(=O)n(C)c(=O)n(C)c2n1	-14
COCCOC(=O)C1=C(C)Nc2nc(C)nn2C1c1ccccc1 (stereo not given)	-6
C=CC1C(N2CCOCC2)C(C)(C)S1(=O)=O (stereo not given)	-5
N#CC1=C(N)N(c2ccc(Br)cc2)C2=C(C(=O)CCC2)C1c1cccnc1 (stereo not given)	1
CC1CCCCC1NC(=O)CN(C)S(=O)(=O)c1cccc2nsnc12 (stereo not given)	16
O=C(Cc1ccccc1)Nc1ccc2oc(-c3cccnc3)nc2c1	-4
O=C1c2ccccc2C(=O)N1c1nc2nccc(-c3ccccc3)n2n1	-27
Cc1ccc(C(=O)CSc2nc(N)cc(=O)[nH]2)cc1	-13
COc1ccc(NC(=O)c2cc3ccccc3o2)cc1	6
O=C(Cn1nnc(-c2ccccc2)n1)OCc1ccccc1	-32
Cn1c(=O)c2cn3ncccc3c2n(C)c1=O	-19
O=C(NC1CCCCCC1)C1CCN(S(=O)(=O)N2CCC3(CC2)OCCO3)CC1	-6
O=C1C2C3C=CC(C3)C2C(=O)N1CN(Cc1ccccc1)CN1C(=O)C2C3C=CC(C3)C2C1=O (stereo not given)	18
CCCC1(C(=O)OC)NC(c2cc(OC)c(OC)c(OC)c2)C2C(=O)N(CC)C(=O)C21 (stereo not given)	-6
O=C1NCCCc2c1no[n+]2[O-]	-17
O=S(=O)(Nc1cccnc1)c1ccc(Cl)c(C(F)(F)F)c1	-8
Cc1ccccc1NC(=O)CC1SC(=NC2CCCCC2)NC1=O (stereo not given)	-1
Cc1cc(C)cc(-n2nnc(C(=O)NCc3ccccc3Cl)c2N)c1	-21
Cc1nn(C(C)(C)C)c(OC(=O)c2cccs2)c1S(=O)(=O)c1ccccc1	-28
Fc1ccc(CSc2nnc(-c3cccnc3)n2Cc2ccco2)cc1	-50
COc1ccc(C2=CC(c3ccc(OC)c(OC)c3)n3nnnc3N2)c(OC)c1 (stereo not given)	-27
CC(C)CCNC(=O)C(c1cccs1)N(CC1CCCO1)C(=O)Cn1nnc2ccccc21 (stereo not given)	-12
CCCc1cc(=O)[nH]c(SCC(=O)c2c(N)n(C)c(=O)n(C)c2=O)n1	-37
Cc1ncoc1C(=O)Nc1cccc(Cl)c1C	11
CN(C)CCCNCCCNC(=O)c1ccncc1	1
CC(=O)Nc1nonc1-n1nnc(C(=O)NCc2ccccc2)c1C	-10
O=C(c1cccc(COc2ccc(Cl)cc2Cl)c1)N1CCN(c2ccccn2)CC1	-4
Nc1cc(C(=O)O)ccc1Nc1ccc(F)c(F)c1	0
COc1ccc(Cl)c(NC(=O)Cn2nnc(-c3ccccc3N)n2)c1	-24
CCN1CCN(C(=O)c2cn(CCOC)c(=O)c3c2c2ccccc2n3C)CC1	8
COc1cc(OC)c(NC(=O)c2ccco2)cc1Cl	1
Cc1ccc(-c2nc(-c3cccnc3)no2)c(C)c1	-13
CCOC(=O)C1CCN(S(=O)(=O)c2ccc(-c3nc4ccccc4s3)s2)CC1	-19
O=C(c1ccc(Cl)c(Cl)c1)N1CCOCC1	-11
CN(C)c1[nH]c(=O)c(C#N)c2c1CCN2Cc1ccccc1	-43
CCOc1ccccc1NC(=O)c1ccccc1-c1nc(-c2ccccc2)no1	-8
COc1ccc(CNC(=O)CSc2ncn[nH]2)cc1	14
Cc1cc(C(=O)NCc2ccccc2F)cs1	-9

# Next records.
molecule	GBA enhancer
CC(C)(C)C1CCc2c(sc3c2C(=O)NC(c2ccco2)N3)C1 (stereo not given)	-25
CCOC(=O)Cn1nnnc1C(C(C)C)N(Cc1cc2c(C)cc(C)cc2[nH]c1=O)C1CCCC1 (stereo not given)	5
C=CCn1cc(C(=O)OC)c(=O)c2cc(S(=O)(=O)N3CCC(C)CC3)ccc21	-29
CC(C)CCn1c(CN2CC(C)OC(C)C2)nc2c1c(=O)n(C)c(=O)n2C (stereo not given)	-16
Cc1cccc(NC(=O)c2cc3ccccc3o2)c1	7
CN(C)c1nc(N2CCOCC2)nc(N(c2ccccc2)c2ccccc2)n1	-4
CN(CC(=O)Nc1nccs1)S(=O)(=O)c1ccc(F)cc1	-10
Cc1ccc(OCc2nc(C#N)c(N3CCCC3)o2)cc1	-35
COc1cccc(NC(=O)Cn2c(-c3cncs3)nc3ccccc32)c1	-32
Cc1ccc(Nc2nc(CSc3nnnn3C)cs2)cc1	-17
COc1ccc(NC(=O)CCc2nc(-c3ccccc3F)no2)cc1	-11
CCN(CC)C(=O)CSc1ncnc2c1nnn2-c1ccc(F)cc1	8
Cc1ccc(C2C(C#N)=C(N)SC(N)=C2C#N)cc1	-3
COC(=O)c1[nH]c2cc(C)ccc2c1NC(=O)CN1CCc2cc(OC)c(OC)cc2C1	6
CC(C)Oc1ccc(C(=O)N(CN2CCCC2=O)c2ccc(F)cc2)cc1	-1

# Grouped by structure, the compounds so far with an aryl methoxy group
molecule	GBA enhancer
CCN1C(=O)CC(C(=O)Nc2ccc(F)cc2)SC1=Nc1cccc(OC)c1 (stereo not given)	2
COc1cccc(Nc2ncnc3c2cnn3-c2cccc(C)c2)c1	27
COc1ccc(CCNC(=O)CN(c2ccc(OC)c(OC)c2)S(C)(=O)=O)cc1OC	-6
COc1ccc(C2CC3CC(c4ccccc4)N2O3)cc1 (stereo not given)	-3
COc1ccc(OC)c(S(=O)(=O)N(C)CC(=O)N2CCc3ccccc3C2)c1	-12
CCSCCOC(=O)C1=C(C)N(C)C(=O)NC1c1cc(OC)ccc1OC (stereo not given)	-15
COc1ccc(-n2ncc3c(NC(C)C)ncnc32)cc1	2
COc1ccc(NC(=O)c2cc3ccccc3o2)cc1	6
CCCC1(C(=O)OC)NC(c2cc(OC)c(OC)c(OC)c2)C2C(=O)N(CC)C(=O)C21 (stereo not given)	-6
COc1ccc(C2=CC(c3ccc(OC)c(OC)c3)n3nnnc3N2)c(OC)c1 (stereo not given)	-27
COc1ccc(Cl)c(NC(=O)Cn2nnc(-c3ccccc3N)n2)c1	-24
COc1cc(OC)c(NC(=O)c2ccco2)cc1Cl	1
COc1ccc(CNC(=O)CSc2ncn[nH]2)cc1	14
COc1cccc(NC(=O)Cn2c(-c3cncs3)nc3ccccc32)c1	-32
COc1ccc(NC(=O)CCc2nc(-c3ccccc3F)no2)cc1	-11
COC(=O)c1[nH]c2cc(C)ccc2c1NC(=O)CN1CCc2cc(OC)c(OC)cc2C1	6

# The list is partial; rates above refer to the full screens.
